uPA generation – blocks generation of uPA at the cell surface; AID 540303; 0.31% of 330,000 active; Potency, µM (highest dose often 38.3 µM), for the others: at the top dose activity change, negative = inhibition, hits mostly inhibitors; cell surface uPA generation assay, qHTS; active = well fitted inhibition curve with a large enough effect; inconclusive = small, poorly fitted or top-dose-only effect; inactive = no such curve, though single readings can be large or run the other way; tested in mouse RAW 264.7 cells; also: potency is read from the fitted curve at half-maximal effect; % is scaled to controls: 0 for no effect and ±100 for the full control effect; nearly all actives have a fitted effect of over 55% in size
Tb PFK block – inhibitors of T. brucei phosphofructokinase; O15648; T. brucei PFK, ADP-Glo luminescence; Potency, µM (series often up to 57.5 µM), inactives show at the top dose activity, negative = inhibition, most hits filed as inhibitors; 0.17% of 330,000 active; AID 485367;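 also: potency is read from the fitted curve at half-maximal effect; 0% = uninhibited 1x PFK enzyme wells and -100% = no-enzyme wells; nearly all actives have a fitted effect of over 60% in size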
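1.25 nM PFK with 0.5 mM F6P and 0.1 mM ATP in 0.1 M TEA pH 8.0, 5 mM MgCl2, incubated 45 min at room temperature; ADP measured by ADP-Glo luminescence; compounds titrated up to 57 uM.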
USP2a block – blocks human ubiquitin-specific protease USP2a | O75604 | AID 463254 | USP2 core, Ub-CHOP2 coupled fluorogenic reporter, 485/531 | Potency, µM (series often up to 38.3 µM), inactives show top-dose activity change, negative = inhibition, most hits filed as inhibitors | 0.01% of 330,000 active;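 also: potency is read from the fitted curve at half-maximal effect; plate controls were DMSO wells for no effect and full inhibition by NEM control for full effect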
Target sequence (O75604 whole entry, looked up): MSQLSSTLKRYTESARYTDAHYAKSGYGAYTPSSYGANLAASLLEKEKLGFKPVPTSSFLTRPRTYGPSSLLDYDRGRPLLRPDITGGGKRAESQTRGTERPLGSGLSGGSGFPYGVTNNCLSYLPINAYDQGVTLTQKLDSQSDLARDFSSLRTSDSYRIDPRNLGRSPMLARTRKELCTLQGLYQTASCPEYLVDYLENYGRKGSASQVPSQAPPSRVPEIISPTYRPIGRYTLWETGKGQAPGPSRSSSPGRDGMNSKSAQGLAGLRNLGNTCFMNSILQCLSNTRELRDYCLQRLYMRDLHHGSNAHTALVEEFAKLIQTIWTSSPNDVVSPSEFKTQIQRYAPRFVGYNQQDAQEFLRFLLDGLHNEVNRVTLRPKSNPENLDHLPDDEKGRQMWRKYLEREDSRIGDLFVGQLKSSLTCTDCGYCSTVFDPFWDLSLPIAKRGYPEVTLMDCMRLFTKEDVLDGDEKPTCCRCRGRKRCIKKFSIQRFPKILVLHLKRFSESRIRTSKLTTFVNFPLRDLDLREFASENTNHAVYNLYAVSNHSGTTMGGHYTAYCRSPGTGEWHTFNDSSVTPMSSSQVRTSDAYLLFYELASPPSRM
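Deubiquitinase activity read as fluorescence (485/531 nm) after Ub-CHOP2 cleavage activates the enterokinase reporter on its substrate; USP2 core 10nM, Ub-CHOP2 and substrate 25nM each, 30min compound preincubation then 60min RT; data normalized to NEM, curves fitted.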
B2AR arrestin – agonists driving beta-arrestin recruitment to human beta2-adrenergic receptor; AID 492947; 0.02% of 330,000 active; beta-arrestin recruitment to beta2AR, cell-based reporter; P07550; Potency, µM (series often up to 46.1 µM), for inactives: at the highest dose activation, actives largely listed as activators;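 also: potency is read from the fitted curve at half-maximal effect; 0% = DMSO controls and full agonism = EC100 isoproterenol or metaproterenol; nearly all actives have a fitted effect of over 65% in size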
Target sequence (P07550 whole entry, looked up): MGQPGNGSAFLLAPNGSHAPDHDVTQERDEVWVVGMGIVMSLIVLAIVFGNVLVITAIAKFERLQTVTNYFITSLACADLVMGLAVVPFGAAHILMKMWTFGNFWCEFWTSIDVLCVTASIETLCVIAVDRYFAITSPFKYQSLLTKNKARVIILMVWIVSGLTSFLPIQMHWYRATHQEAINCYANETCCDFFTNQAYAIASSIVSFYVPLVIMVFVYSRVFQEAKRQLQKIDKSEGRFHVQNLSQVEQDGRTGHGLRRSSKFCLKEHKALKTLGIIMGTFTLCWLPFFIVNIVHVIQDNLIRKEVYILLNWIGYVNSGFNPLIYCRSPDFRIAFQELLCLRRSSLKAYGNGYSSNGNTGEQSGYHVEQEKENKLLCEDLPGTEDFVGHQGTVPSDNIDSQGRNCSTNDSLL
ELG1 repair inh – inhibitors of ELG1-dependent DNA repair in HEK293T cells. 2.3% of 330,000 active. HEK293T ELG1-luciferase reporter, luminescence, 16 h; DNA damage induced by 5-fluorouridine. Potency, µM (highest dose often 46.1 µM), for the others: at the top dose activity change, negative = inhibition, hits mostly inhibitors; also: potency is read from the fitted curve at half-maximal effect; % is scaled to controls: 0 for no effect and ±100 for the full control effect; nearly all actives have a fitted effect of over 55% in size
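HEK293T cells expressing luciferase-tagged ELG1 (2,000/well) received 5-Fluorouridine plus compound or DMSO for 16 hr at 37 °C. Luciferase was read by ONE-Glo luminescence after 30 min at room temperature.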
TSHR antag – human thyrotropin receptor antagonism; 0.2% of 330,000 active; activity change, negative = inhibition, % at 11.5 µM; TSHR-expressing cells, TSH-stimulated cAMP HTRF, 2 h; hits give low values;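 active = activity change below a set negative limit, meaning inhibition stronger than a set level, cut at about -70% in these data; inconclusive = activity change between two set negative limits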; also: % is scaled to controls: 0 for no effect and ±100 for the full control effect
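Antagonism was scored as loss of TSH-driven cAMP in TSHR cells, stimulated with 4nM TSH (EC80) for 2 hours at 37 deg C and detected by homogeneous HTRF competition immunoassay.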
BCR signal inh – inhibitors of chronic active B-cell receptor signaling | ABC-DLBCL IkBa-CBG/CBR reporter, luminescence ratio, 4 h | Potency, µM (series often up to 46.1 µM), for inactives: at the top dose ratio change, negative = lower green/red ratio, most hits filed as inhibitors | AID 493014 | 0.05% of 340,000 active; active = well fitted inhibition curve with a large enough effect in the signal ratio, with a control signal flat, not every such curve was filed as active; inconclusive = small, poorly fitted or top-dose-only effect, or effect the other way, or a change in a side signal; the % refers to the signal ratio;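 also: potency is read from the fitted curve at half-maximal effect; plate controls were basal doxycycline-induced cells for no effect and cells given 10 µM MG132 for full effect; MG132 reads +100%, hits lower the ratio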
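TMD8 human ABC-DLBCL cells with doxycycline-inducible IκBα–green luciferase fusion and unfused red luciferase, in 0.5% FBS medium; compounds up to 46 uM, 4 h at 37C. Green/red luminescence ratio, filter-overlap corrected, fitted to concentration-response curves.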
Mito fusion act – mitochondrial division inhibition or fusion activation; 0.23% of 320,000 active; S. cerevisiae fusion-defective mutant growth rescue, CellTiterGlo 48 h; Potency, µM (series often up to 46.1 µM), for the others: top-dose growth rescue (activation), most hits filed as activators;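 also: potency is read from the fitted curve at half-maximal effect; % of control where 0% means no effect; nearly all actives have a fitted effect of over 45% in size; temperature-sensitive fusion mutants such as fzo1-1 at 37 °C on non-fermentable ethanol glycerol medium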
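Temperature-sensitive fusion-defective S. cerevisiae (e.g. fzo1-1, mgm1-5) were grown with compound in YPEG medium (3% ethanol, 3% glycerol) for 48 hours at 37C. Growth rescue was measured as viability by CellTiterGlo luminescence after 10 minutes at ambient.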
TCR act – T cell receptor activation; primary human leukocytes, anti-CD3, IL-2 HTRF, 48 h; 330,000 tested, under 10 active; Potency, µM (doses to about 9.22 µM), inactives show at the top dose activation of IL-2 secretion, hits mostly activators; AID 504894; also: % of control where 0% means no effect
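Readout: HTRF IL-2, Eu-cryptate/d2 antibody pair, 320nm excitation, 665nm emission. Stimulus: a-CD3 beads, no co-stimulation. Cells: primary human leukocytes. Exposure: 48 hr with compound.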
Eya2 inh – Eya2 (human) phosphatase inhibition. recombinant Eya2, OMFP fluorescence dephosphorylation (OMFP is methylfluorescein phosphate). Potency, µM (top dose mostly 76.9 µM), for inactives: at the highest dose activity, negative = inhibition, usual class: inhibitors. 0.006% of 330,000 active. AID 488837; also: potency is read from the fitted curve at half-maximal effect; % is scaled to controls: 0 for no effect and ±100 for the full control effect
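Eya2 (0.2 uM) preincubated 10 min at ambient with compound, then OMFP substrate added at 50 uM; 10 min reaction in 50 mM HEPES pH 7.5, 50 mM NaCl, 5 uM MgCl2, 0.05% BSA, 1 mM DTT. Fluorescence read at Ex 485/Em 525 nm.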
PTAP TSG101 blk – blocks PTAP/TSG101 interaction to inhibit HIV-1 budding | Fluorescence polarization, FITC-PTAP peptide / Tsg101 binding | Potency, µM (titrated, usually from 115 µM), for inactives: at the top dose activity change, negative = inhibition, hits mostly inhibitors | 340,000 tested, under 10 active | AID 493005; active = well fitted inhibition curve with a large enough effect in the main read-out, with a control signal flat, not every such curve was filed as active; inconclusive = small, poorly fitted or top-dose-only effect, or effect the other way, or a change in a side signal; inactive = no such curve, though single readings can be large or run the other way; also: potency is read from the fitted curve at half-maximal effect; % of control where 0% means no effect
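Tsg101 binding domain (10 uM final) was mixed with compound and a FITC-labeled PTAP peptide (50 nM final) in HEPES pH 7.5 buffer with NaCl, Tween 20, EDTA and TCEP; fluorescence polarization was read after 20 min at r.t.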
Numbers without * were called inactive; u = inconclusive; x = no result given; [ ] = remark or other dose. Unless noted, calls follow the shape of the dose curve; as a rule, active = well fitted curve in the direction sought with a large enough effect; inconclusive = small, poorly fitted or top-dose-only effect, or another doubt; inactive = no such curve, though single readings can be large; an effect the other way counts as inactive or inconclusive.

SMILES	uPA generation	Tb PFK block	USP2a block	B2AR arrestin	ELG1 repair inh	TSHR antag	BCR signal inh	Mito fusion act	TCR act	Eya2 inh	PTAP TSG101 blk
C=CCN1C(=O)C(CC(=O)Nc2ccccc2)SC1=Nc1c(C)n(C)n(-c2ccccc2)c1=O (stereo unspecified)	-7%	-1%	0%	-0.5%	2%	2	3%	-3%	-2%	0%	-9%
CC(C)(C)OC(=O)NNC(=O)c1ccc(Cl)cc1	3%	-1%	-3%	0.2%	19%	4	14%	5%	-7%	-30%	-4%
COc1cc(CN2CCCC(C(=O)Nc3cccc(-n4cccn4)c3)C2)ccc1F (stereo unspecified)	-5%	0%	-2%	-0.7%	-3%	16	u	-8%	8%	-10%	-2%
COC(=O)c1ccc(OCC2c3cc(OC)c(OC)cc3CCN2C(=O)C2CC2)cc1 (stereo unspecified)	x	-6%	0%	0.3%	u	-7	-3%	-2%	1%	1%	-4%
O=C1CSC2=NCN(c3ccccc3)CN12	8%	0%	1%	-0.1%	u	-3	-3%	-4%	5%	10%	0%
COc1ccc(-n2c(SCC(N)=O)nc3sc4c(c3c2=O)CCC4)cc1	4%	-10%	3%	-0.6%	-18%	-3	u	-2%	-2%	-12%	1%
CC(=O)N(CCCN(C)C)c1nc2ccc(C)cc2s1	5%	-7%	5%	-0.1%	16%	6	3%	-6%	1%	8%	0%
CN(C1CCCCC1)S(=O)(=O)c1ccc(NC(=O)c2ccc(Br)o2)cc1	0%	4%	-12%	-0.2%	u	2	u	11µM*	-2%	-2%	-2%
Cc1ccc(N=Nc2c(C)[nH]n(C(N)=S)c2=O)cc1	-5%	3%	-1%	u	u	-6	u	-4%	3%	-4%	-1%
CCCc1cc(=O)n2nc(N3CCC(C(=O)NCc4ccc(C)o4)CC3)sc2n1	-10%	0%	2%	-0.1%	u	44	3%	3%	5%	6%	0%
O=C(CSc1nncn1-c1ccccc1)Nc1ccc(N2CCOCC2)cc1	-6%	-1%	1%	0.4%	-1%	-8	-8%	-1%	8%	-16%	-7%
CCOc1ccccc1CNC(=O)CCCc1cn(C)c2ccccc12	9%	-3%	-2%	3.7%	-7%	23	-5%	20%	-3%	5%	-8%
OCC[C@@H]1C[C@@H](O)[C@H](O)[C@]2(OCc3ccccc32)O1	6%	0%	-3%	-0.4%	-5%	10	u	-3%	-1%	7%	-4%
c1ccc2c(c1)CCc1c(-c3ccncc3)n[nH]c1-2	-1%	-1%	1%	0.1%	u	13	-6%	9%	-20%	-21%	-5%
CC1(C)CC(NC2C3CC4CC(C3)CC2C4)CC(C)(C)N1 (stereo unspecified)	4%	-1%	-1%	-0.2%	18%	-2	-12%	-2%	2%	-2%	-4%
COC(=O)C1=C(C)N(C)C(=S)N(C)C1c1ccc(OC)cc1 (stereo unspecified)	-2%	4%	2%	-0.1%	17%	-2	-8%	-9%	-4%	9%	-2%
CC1Sc2ccc(C(=O)NCc3ccccn3)cc2NC1=O (stereo unspecified)	3.2µM*	u	-2%	0.0%	12%	-2	-1%	-3%	3%	19%	5%
O=C(OCC(=O)c1ccc[nH]1)c1ccccc1	3%	0%	0%	-1.0%	u	4	u	-1%	-1%	-12%	0%
O=c1[nH]c(=S)[nH]c2c1C(c1ccc(Br)cc1)c1c([nH]c(=S)[nH]c1=O)O2	1%	u	u	-0.1%	-7%	-15	1%	14%	-6%	-1%	-6%
CC(=O)c1ccc(N2CC(C)(C)C2=O)cc1	0%	0%	-1%	0.2%	u	2	6%	5%	x	-27%	-1%
Cc1ccc(N2CCN(c3cc(C)nc4c5c(C)cc(C)nc5nn34)CC2)cc1	x	1%	6%	0.3%	8%	5	1%	3%	x	5%	x
O=C(Nc1ccccc1)C1CC2CCCC(C1)C2=O (stereo unspecified)	3%	-13%	1%	0.1%	-2%	-2	8%	0%	8%	16%	-2%
CC(=O)N/C(=C\c1ccc(F)cc1)C(=O)OCc1ccccc1	7%	-1%	0%	-0.3%	2%	-4	3%	-20%	-2%	3%	0%
CCc1nnc(NC(=O)CSc2nnnn2-c2cccc(C(C)=O)c2)s1	6%	2%	1%	0.1%	-8%	7	0%	-1%	-3%	-22%	-2%
Cn1c(CSc2ncccn2)nnc1SCC(=O)N1CCCC1	-5%	-2%	2%	-0.1%	19%	1	2%	-5%	3%	-3%	-4%
CC1CCc2sc(C(=O)Nc3ccc(N4CCOCC4)cc3)cc2C1 (stereo unspecified)	u	-3%	0%	0.2%	u	-9	u	7%	8%	-12%	-1%
O=C(O)c1cc(S(=O)(=O)NCC2CCCO2)ccc1Cl (stereo unspecified)	2%	4%	-2%	-0.3%	2%	-5	-7%	-1%	-6%	-8%	-4%
Cc1ccc(NC(=O)c2cc(N3CCOCC3)nc3ccccc23)cc1	x	0%	-2%	-0.2%	15µM*	3	-2%	1%	1%	1%	-3%
O=C(c1ccccc1)c1ccc2nc(N3CCCCC3)c3nncn3c2c1	u	3%	2%	-0.4%	u	-10	u	3%	-4%	-2%	-1%
CCN1CCN(CCCNC(=O)c2csc3c2CCCCC3)CC1	-3%	3%	-4%	0.3%	2%	6	-12%	-2%	0%	19%	-3%
O=C(CN1C(=O)NC2(CCCc3ccccc32)C1=O)N1CCN(C(=O)c2ccco2)CC1 (stereo unspecified)	8%	2%	-1%	-0.2%	5%	6	3%	0%	-3%	1%	-3%
COc1cc2cc(C(=O)N3CCOCC3)cc(-c3ccc(C)cc3)c2cc1OC	4.5µM*	0%	0%	-0.8%	15µM*	-5	16µM*	u	4%	-9%	-7%
Fc1cc(F)c2nc(Nc3nc4c(F)cccc4s3)sc2c1	-1%	0%	1%	-0.5%	u	-23	6%	10%	5%[46.1 µM]	5%	-2%
C/C(=N\NC(=O)CC1N=C(Cc2ccccc2)NNC1=O)c1ccccc1 (stereo unspecified)	-5%	0%	-4%	-0.5%	11%	53	-2%	11%	-14%	16%	-3%
CCOC(=O)CSc1nc2ccc(N)cc2s1	-4%	1%	1%	-0.5%	5%	-3	u	7%	4%	-22%	-1%
COc1ncnc2c1oc1nc(CC(C)C)c3c(c12)CC(C)(C)OC3	5%	1%	-2%	0.1%	u	-4	-4%	3%	x	13%	-10%
CCN1CCN(c2oc(COc3ccc(-c4ccccc4)cc3)nc2C#N)CC1	-6%	3%	-4%	0.0%	u	12	u	3%	2%	-8%	1%
O=S(=O)(c1ccccc1)c1nc(-c2ccccc2)oc1N1CCCCC1	x	0%	1%	-1.4%	7%	22	-3%	-1%	4%	7%	-4%
Cc1ccc(C#N)c(SCCN2CCCCC2)n1	2%	6%	1%	-0.3%	-7%	5	-4%	3%	-69%	4%	-4%
O=C(Cc1ccccc1)Nc1ccc2oc(-c3ccncc3)nc2c1	1%	-2%	-1%	-0.4%	16%	8	17%	29%	2%	-3%	-6%
O=C(Nc1cccc(F)c1)/C(=C/c1ccco1)NC(=O)c1ccco1	-9%	18%	0%	-0.5%	7%	16	u	1%	-3%	8%	-3%
CC(=O)N1CCC2(CC1)C(C#N)=C(N)Oc1n[nH]c(C(F)(F)F)c12	-1%	0%	3%	-0.4%	16%	-6	-6%	-1%	-3%[46.1 µM]	0%	-1%
CCCn1c(SCC(=O)Nc2cccc(Cl)c2Cl)n[nH]c1=O	3%	-11%	3%	0.3%	5%	-1	1%	-1%	-5%	-3%	0%
CCCCC#Cc1ccc(C(=O)NNC(=O)Nc2cc(Cl)cc(Cl)c2)o1	14%	1%	2%	0.0%	-11%	-1	u	-2%	-1%	13%	-4%
COc1ccccc1NC(=O)C1=C(C)NC(=O)NC1c1ccccc1F (stereo unspecified)	7%	-15%	0%	-0.3%	-1%	10	-1%	-13%	6%	-6%	2%
CCC(C)C1NC(=S)N(Cc2ccccc2)C1=O (stereo unspecified)	-4%	0%	1%	-0.4%	10%	3	19%	-4%	-3%	2%	-3%
CCOC(=O)c1ccc(NC(=O)Cn2cnc3cc(C)c(C)cc32)cc1	-27%	u	6%	-0.4%	u	-25	3%	3%	5%	-12%	-1%

From PubChem
